Cardio protect: myocardial damage modulation in H9c2 cells | H9c2 cardiomyocytes, H2O2 injury protection, ATPLite, 2 h | protection from H2O2 cell death, % at 20 µM | hit rate 0.63% among 360,000;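 active = compounds giving at least 50% protection of heart cells from peroxide-induced death in the single-dose screen, raw or plate-pattern-corrected value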;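 note: 0% = DMSO wells with peroxide and 100% = DMSO wells without peroxide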
MC4R antag cAMP: human MC4R antagonism in cAMP assay; MC4R-expressing cells, MTII-stimulated cAMP, LANCE TR-FRET; inhibition, % at 6.5 µM; hit rate 0.48% among 360,000; AID 540295;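 active = inhibition above its plate's cutoff, the mean of tested wells on that plate plus 3 SD, cut at about 29% in these data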;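 note: 0% = Melanotan II alone and 100% = Melanotan II plus saturating MCL0020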
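system = U2OS cells with stable human MC4R expression | also added = Melanotan II challenge after compound preincubation | dosing = one concentration, 6.5 µM nominal | incubation = compound 30 min, challenge 1 h, detection 1 h | measured by = TR-FRET with Eu-cAMP and labeled anti-cAMP, 671 nm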
PDI inh: blocks human protein disulfide isomerase activity. P07237. PDI insulin aggregation turbidity, A650, 90 min. inhibition, % at 10 µM. hit rate 0.052% among 350,000;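 active = mean inhibition across replicates of 30% or more, whatever share of single replicates reach that level; inconclusive = mean inhibition below 30% while every single replicate reaches 30%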;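 note: absorbance from insulin aggregation driven by PDI reduction with DTT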
MC4R barr agon: agonists of human melanocortin 4 receptor (MC4R) beta-arrestin; P32245; U2OS MC4R beta-arrestin complementation, luminescence; percent of melanotan II response, DMSO zero; activation, % at 8.9 µM; hit rate 0.98% among 360,000;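 active = activation above a per-plate cutoff, the mean activation of sample wells on that plate plus 3 SD, cut at about 8% in these data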
Glyco luc inh: blocks N-linked glycosylation in D54 reporter cells; D54 ERlucT glycosylation luciferase reporter, 24 h; percent of 100 nM tunicamycin response; reporter increase, % at 12.5 µM; hit rate 0.23% among 360,000;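 active = mean luciferase reporter signal, scaled so untreated is 0 and the glycosylation-blocking control 100, at or above a set limit in every replicate; inconclusive = mean reaches the limit but not every replicate does; inactive = mean below the limit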;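 note: luciferase carries N-glycosylation sites so blocking glycosylation raises the light; 0% = median of neutral control wells and 100% = median of 100 nM tunicamycin wells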
CaV13 ICDI inh: Primary screen for inhibitors of IQ motif and Ca2+-dependent inactivation inhibitor domain binding in CACNA1D, Förster resonance energy transfer in living cells, …; HEK cells, CFP/YFP FRET ICDI-IQ, plate reader, 10 min; percent FRET-ratio fall versus neutral wells; inhibition, % at 12.3 µM; hit rate 0.098% among 340,000; AID 743397;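 active = mean replicate inhibition of at least 30% and at least 1% of replicates passing that level; inconclusive = only one of the two criteria is met; inactive = neither criterion is met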;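 note: 0% = median of the neutral control wells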
ABCB6 inh MLPCN: human ABCB6 transporter inhibition. Q9NP58. K562-ABCB6 porphyrin accumulation, flow cytometry, 1 h; stronger effect = lower value. hit rate 0.19% among 360,000. fluorescence ratio to DMSO, % at 10 µM;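 active = fluorescence ratio to DMSO below 75%, the collection mean minus 3 SD; inconclusive = too few cells collected in the well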;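 note: signal is porphyrin accumulated inside mitochondria; 100% equals median channel fluorescence of DMSO control wells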
Target sequence (Q9NP58 whole entry, looked up): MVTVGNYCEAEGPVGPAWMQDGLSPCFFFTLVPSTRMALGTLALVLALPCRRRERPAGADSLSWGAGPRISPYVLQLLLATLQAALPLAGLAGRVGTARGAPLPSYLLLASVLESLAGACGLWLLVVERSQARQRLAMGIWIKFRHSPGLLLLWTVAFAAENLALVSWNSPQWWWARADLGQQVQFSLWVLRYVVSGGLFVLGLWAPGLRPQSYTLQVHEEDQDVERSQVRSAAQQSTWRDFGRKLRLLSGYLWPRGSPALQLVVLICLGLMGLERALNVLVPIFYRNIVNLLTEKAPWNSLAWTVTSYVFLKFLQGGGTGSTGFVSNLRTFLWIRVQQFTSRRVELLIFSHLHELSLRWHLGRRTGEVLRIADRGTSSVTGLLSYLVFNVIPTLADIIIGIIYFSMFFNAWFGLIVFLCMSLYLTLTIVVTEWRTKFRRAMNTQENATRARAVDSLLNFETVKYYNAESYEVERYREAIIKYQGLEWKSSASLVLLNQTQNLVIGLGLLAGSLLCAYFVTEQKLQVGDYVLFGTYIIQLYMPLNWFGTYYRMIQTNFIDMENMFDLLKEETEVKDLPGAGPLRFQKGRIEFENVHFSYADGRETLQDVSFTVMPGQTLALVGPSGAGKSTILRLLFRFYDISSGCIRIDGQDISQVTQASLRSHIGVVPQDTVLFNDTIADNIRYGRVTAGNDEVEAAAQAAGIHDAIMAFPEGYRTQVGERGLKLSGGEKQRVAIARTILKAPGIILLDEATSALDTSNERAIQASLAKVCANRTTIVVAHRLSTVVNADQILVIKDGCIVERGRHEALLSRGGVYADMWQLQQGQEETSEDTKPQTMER
aDG glyco act: alpha-DG glycosylation activation; Pro5-aDG cells, alpha-DG glycosylation AlphaScreen (IIH6); 0% Pro5, 100% B10-LARGE cell signal; activation, % at 10 µM; hit rate 0.22% among 360,000;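 active = activation of at least 8% versus controls, or a plate z-score of at least 8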;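 note: Pro5 are CHO cells carrying HIG-tagged alpha-DG that lacks glycosylation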
Vif inh: inhibitors of HIV Vif | inhibition, % at 7.49 µM | hit rate 0.35% among 340,000 | AID 602346 | HEK293T cells, Vif self-association by quenched fluorescence, imaging, 24 h; in the data active = inhibition above about 50%, passing the limit was not always enough; inconclusive = no clear call, values can overlap the other calls; inactive = below about 31%; note: some results filed as inactive read as strong as hits
HTR2A ag: activates the mouse 5-HT2A serotonin receptor. P35363. activation, % at 7.6 µM. AID 624169. CHO-K1 mHTR2A beta-arrestin complementation, luminescence; percent of 30 µM serotonin response. hit rate 0.66% among 360,000;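 active = activation above a run cutoff, the mean activation of all tested compounds plus 3 SD, cut at about 14% in these data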;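 note: 0% = plate median of compound wells and 100% = 30 µM serotonin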
Active calls of the source: *; u = inconclusive; x = not tested or not shown.

SMILES	Cardio protect	MC4R antag cAMP	PDI inh	MC4R barr agon	Glyco luc inh	CaV13 ICDI inh	ABCB6 inh MLPCN	aDG glyco act	Vif inh	HTR2A ag
O=C1C=C(O)c2[nH]c(=O)ccc2C1=O	3	-1	3	-1.1	3	-6	100	-0.1	0	0
Cc1cc(C)nc(SCC(=O)N/N=C/c2cccnc2)n1	5	12	6	0.0	1	-5	94	-0.2	-5	1
Cc1cccc(C(=O)NCc2nnc(SC(C)C(=O)Nc3nnc(C)s3)n2C)c1 (configuration not stated)	4	15	-2	0.0	0	-3	101	-0.1	-6	0
Cc1cc(C(=O)O)ccc1-n1c(C)cc(/C=C(/C#N)C(=O)Nc2ccccc2)c1C	-2	31*	-1	-1.2	0	6	105	0.2	-4	-2
CC(C)c1ccc(NC(=S)N2CCN(Cc3ccccc3)CC2)cc1	-7	18	1	-1.1	0	-11	93	0.6	-7	2
Cc1ccc(CNC(=O)[C@H]2O[C@@H](n3cnc4c(N)ncnc43)[C@H](O)[C@@H]2O)o1	3	x	x	x	-1	-6	99	-0.2	24	4
O=C1CC(NS(=O)(=O)c2cccs2)CN1c1ccc(Cl)cc1 (configuration not stated)	-2	-4	0	0.4	1	-1	103	1.0	10	4
CC(C)(C)S(=O)N1Cc2cc(=O)n(Cc3ccccc3)cc2[C@H]1CCO (some centres not stated)	20	16	3	0.5	0	-4	104	-0.4	x	6
COC(=O)c1ccccc1NS(=O)(=O)c1ccc(O)c(C(=O)O)c1	2	-1	2	0.2	1	-10	96	0.0	5	-5
CN(C(=O)COC(=O)c1ccc2ccccc2n1)c1ccccc1	7	2	-3	0.8	1	-4	104	0.0	14	11
COc1ccc(/C=C(\C#N)C(=O)N2CCOCC2)cc1Br	5	-5	23	-0.6	1	-7	97	0.0	-13	-1
CCCCNC(=O)C1(C)CCCCN1C(=O)c1ccc2ccccc2n1 (configuration not stated)	-3	2	7	-0.5	0	-12	99	0.1	4	2
COc1ccc(/C=N\NC(=O)c2cc3c(ccc4ccccc43)o2)cc1O	24	-1	-2	4.2	19	x	101	-0.2	2	-4
CN(CC(=O)Nc1ccccc1Br)C(=O)C1CCN(C(=O)c2ccc(Cl)cc2)CC1	7	5	0	-0.5	0	-11	88	-0.1	-2	10
Cn1cc(CN2CCc3c([nH]c4ccccc34)C2C2CCCCC2)cn1 (configuration not stated)	1	-5	-2	-1.2	-2	-6	99	-0.4	-5	-7
COc1ccccc1-n1c(Cc2cccs2)n[nH]c1=S	0	-3	-6	-0.4	-2	-5	100	-0.2	6	5
O=C(c1ccc(Cl)cc1)c1oc2ccccc2c1CS(=O)c1ccc(Cl)cc1 (configuration not stated)	-4	-1	-3	-1.3	-8	-4	98	-0.2	5	2
CCN(CC)S(=O)(=O)c1ccc(Cl)c(NC(=O)CCCCl)c1	-1	24	5	0.4	-1	0	101	0.0	1	6
COc1cc(NC(=S)N2CCCC(C)C2)c(OC)cc1Cl (configuration not stated)	5	4	-3	-1.7	0	-4	103	-0.1	-3	0
COc1cc(OC)cc(C(=O)Nn2cc(C(=O)Nc3c(F)cccc3F)c3ccccc3c2=O)c1	7	4	-2	0.6	3	-5	101	-0.1	6	-4
Cc1ccc(NC2SC(=O)N(Cc3cccc(C(=O)O)c3)C2=O)c(C)c1 (configuration not stated)	0	12	-2	-1.5	1	-16	93	0.4	1	5
CCNc1nc(C23CC4CC(CC(C4)C2)C3)cs1	-14	1	-7	2.0	0	-7	99	0.0	2	9
COc1ccc(-c2nnn(CC(=O)N(Cc3ccccc3Cl)C(C(=O)NCC3CCCO3)c3ccco3)n2)cc1 (configuration not stated)	7	12	-5	-3.5	-4	-5	97	0.0	-7	-1
CC1=CC(C)(C)N(S(=O)(=O)c2ccc(C)cc2)c2ccc(C)cc21	-19	-18	4	-2.6	4	-13	93	-0.2	x	-2
O=C(COc1ccc(Cl)cc1)OCC(=O)N1CCCCCC1	-3	7	2	-2.9	3	x	108	0.0	13	0
CCOc1ccc(CN2C(=O)c3ccccc3C2C(=O)NC(C)CC)cc1OC (configuration not stated)	2	-5	1	1.0	0	-4	96	0.0	-3	-5
Cc1nn(-c2nc3ccccc3n2Cc2ccccc2)c2c1C(=O)CC(C)(C)C2	4	0	6	-0.6	-5	-2	87	1.8	-16	-1
CCCN(CC(=O)Nc1ccc(F)c(F)c1F)C(=O)Cc1ccc(OC)c(S(=O)(=O)N2CCOCC2)c1	13	3	2	0.3	1	-3	103	0.3	-4	-3
O=[N+]([O-])c1cccc(Cn2cnc3c(=S)nc[nH]c32)c1	4	4	-1	-2.7	0	-7	103	-0.3	-8	-1
CCOC(=O)C1CCN(S(=O)(=O)c2cccc(-c3cn4cccnc4n3)c2)CC1	-25	5	-1	-2.1	-1	x	109	0.2	-14	2
Cn1ccnc1C(=O)c1cc(SCC(=O)NCc2ccccc2)nc2ccccc12	-4	-12	0	-1.3	7	-6	88	0.3	1	3
Cc1ccc(S(=O)(=O)N(C)c2ccc(OC(=O)c3cccs3)cc2)cc1C	-9	-5	6	-3.9	2	-6	99	-0.2	-9	-7
CCn1ncc([N+](=O)[O-])c1C(=O)Nc1c(C)nn(Cc2ccc(F)cc2)c1C	-5	-3	-1	-0.3	2	-6	102	-0.2	1	-8
CSCCC(N=C(NS(=O)(=O)c1ccccc1)c1ccccc1)C(=O)O (configuration not stated)	-2	7	3	1.9	-1	-2	95	-0.2	1	-5
COc1ccc(C=Nc2cccc3c(=O)[nH][nH]c(=O)c23)c2ccccc12	2	5	-1	2.9	1	-7	97	-0.5	-6	12
CSCCC(NC(N)=O)C(=O)Nc1ccc(F)c(Cl)c1 (configuration not stated)	14	-3	1	-0.2	2	-5	97	-0.1	2	5

Some of the entries so far, with bars between the fields.
structure | Cardio protect | MC4R antag cAMP | PDI inh | MC4R barr agon | Glyco luc inh | CaV13 ICDI inh | ABCB6 inh MLPCN | aDG glyco act | Vif inh | HTR2A ag
Cn1ccnc1C(=O)c1cc(SCC(=O)NCc2ccccc2)nc2ccccc12 | -4 | -12 | 0 | -1.3 | 7 | -6 | 88 | 0.3 | 1 | 3
Cc1ccc(S(=O)(=O)N(C)c2ccc(OC(=O)c3cccs3)cc2)cc1C | -9 | -5 | 6 | -3.9 | 2 | -6 | 99 | -0.2 | -9 | -7

An excerpt from above in order of number of heavy atoms, lowest first.
SMILES	Cardio protect	MC4R antag cAMP	PDI inh	MC4R barr agon	Glyco luc inh	CaV13 ICDI inh	ABCB6 inh MLPCN	aDG glyco act	Vif inh	HTR2A ag
CSCCC(NC(N)=O)C(=O)Nc1ccc(F)c(Cl)c1 (configuration not stated)	14	-3	1	-0.2	2	-5	97	-0.1	2	5
O=C(COc1ccc(Cl)cc1)OCC(=O)N1CCCCCC1	-3	7	2	-2.9	3	x	108	0.0	13	0
COc1ccc(C=Nc2cccc3c(=O)[nH][nH]c(=O)c23)c2ccccc12	2	5	-1	2.9	1	-7	97	-0.5	-6	12
Cc1ccc(S(=O)(=O)N(C)c2ccc(OC(=O)c3cccs3)cc2)cc1C	-9	-5	6	-3.9	2	-6	99	-0.2	-9	-7
CCn1ncc([N+](=O)[O-])c1C(=O)Nc1c(C)nn(Cc2ccc(F)cc2)c1C	-5	-3	-1	-0.3	2	-6	102	-0.2	1	-8
CCOc1ccc(CN2C(=O)c3ccccc3C2C(=O)NC(C)CC)cc1OC (configuration not stated)	2	-5	1	1.0	0	-4	96	0.0	-3	-5
Cn1ccnc1C(=O)c1cc(SCC(=O)NCc2ccccc2)nc2ccccc12	-4	-12	0	-1.3	7	-6	88	0.3	1	3
CCCN(CC(=O)Nc1ccc(F)c(F)c1F)C(=O)Cc1ccc(OC)c(S(=O)(=O)N2CCOCC2)c1	13	3	2	0.3	1	-3	103	0.3	-4	-3

The list continues:
SMILES	Cardio protect	MC4R antag cAMP	PDI inh	MC4R barr agon	Glyco luc inh	CaV13 ICDI inh	ABCB6 inh MLPCN	aDG glyco act	Vif inh	HTR2A ag
Cn1c(CN2CCOCC2)nnc1SCC(=O)Nc1cccc(C(F)(F)F)c1	-1	-2	-12	-1.9	0	-4	91	0.0	u	-5
Cc1ccc(S(=O)(=O)N2CCN(C(=O)Cc3ccc4c(c3)OCCO4)CC2)cc1C	1	-5	4	0.6	2	-3	98	0.0	5	1
CSc1ccc(CCNC(=O)c2nn(C)c3c2CS(=O)(=O)c2ccccc2-3)cc1	-1	8	-1	0.2	-1	-2	100	-0.3	13	3
OCC[C@@H]1C[C@H](O)[C@@H](O)[C@]2(CCc3ccccc3CO2)O1	-3	-1	7	-0.8	5	-5	89	0.0	22	5
CC1(C(=O)NS(=O)(=O)c2ccc(F)cc2F)CCN1C(=O)C1CCCCC1 (configuration not stated)	9	1	5	0.5	0	-7	98	-0.2	x	1
CCOC(=O)c1ccc(NC(=O)c2cc(=O)[nH]c3ccccc23)cc1	11	12	0	-3.3	0	0	98	-0.4	0	-6
CCc1ccc2c(c1)C(c1ccncc1)=NNC(c1ccccc1)=N2	11	-2	-8	-0.7	1	-19	95	-0.3	-4	-1
CCc1ccccc1NC(=O)Nc1cnccn1	4	-4	-9	-3.9	1	-6	101	0.0	0	14
CC(=O)N1CCN(c2ccc(NC(=O)c3ccc4c(c3)OCCO4)cc2)CC1	-1	-1	2	-1.3	0	-10	97	0.0	-3	1
Cc1ccc(-c2csc(NC(=O)CCNC(=O)c3ccccc3Cl)n2)cc1	-5	-2	1	-0.7	1	-22	83	0.9	-7	-6
CCCCCOC(=O)Nc1ccc(S(=O)(=O)Nn2cnnc2)cc1	-1	2	1	-0.3	0	-10	103	-0.3	-7	4
COc1ccc(C(=O)NC(=S)Nc2ccc3c4c(cccc24)CC3)cc1OC	-14	-4	-7	13*	2	-4	99	0.5	0	7
COc1cccc(CN2CCC2(C)C(=O)Nc2ccc(C)cc2)c1F (configuration not stated)	6	11	-7	-1.5	-3	-6	100	-0.2	-2	-2
CC(=O)O[C@H]1c2ccccc2-c2ccccc2[C@@H]1OC(C)=O	5	5	1	-1.2	1	-2	94	0.2	4	4
Cc1cc(SCNC(=O)c2ccccc2)ncn1	10	15	-5	-0.5	1	-8	100	0.0	18	3
CCCn1c(SCC(=O)c2cc(C)ccc2C)n[nH]c1=O	-7	8	2	-0.2	-1	-5	105	-0.1	7	1
COc1cc(/C=N/NC(=O)/C(=C\c2ccc([N+](=O)[O-])cc2)NC(=O)c2ccccc2)cc(OC)c1O	16	0	-10	-0.6	3	-4	95	-0.3	15	-1
Cc1cc(NC(=O)CSCC(=O)N(C)Cc2c(F)cccc2Cl)no1	-3	13	2	-1.8	0	-6	96	-0.1	0	4
CCOC(=O)c1c(-c2ccc(C)s2)csc1N	-6	22	-2	4.0	3	3	89	-0.4	5	4
C[C@H]1CN([C@@H](C)CO)C(=O)Cc2cc(NC(=O)CCC(F)(F)F)ccc2O[C@H]1CN(C)S(=O)(=O)c1ccc(Cl)cc1	3	-14	4	-0.6	32*	-7	100	0.4	-4	-4

Assay outcomes (PubChem)

An unsorted share of the library; about 3.6% have a hit in one of these screens.
